MT stabilizer = microtubule stabilizers in HeLa cells, primary screen, imaging, high-content imaging. HeLa tubulin immunostaining HCS, 24 h; share of cells brighter than vehicle mean+2SD. % tubulin-high responders, % at 10 µM. 200,000 tested, 0.83% active;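 active = plate Z-score above 3 for both tubulin-high and condensed-nucleus cell shares, with cell loss under 80%, at 10 µM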;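 note: anti alpha tubulin signal scored within the nucleus-defined area of each cell; some results filed as inactive read as strong as hits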
b-catenin transl = modulators of beta-catenin nuclear translocation, primary screen, imaging, HeLa cells, immunofluorescence, high-content; nuclear translocation activity, % at 5 µM; 190,000 tested, 0.3% active; AID 1665, 2009;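 active = nuclear translocation activity above 50% at 5 µM, with a well cell count of 50 or more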;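 note: per-cell ratio of nuclear to cytoplasmic median beta-catenin stain intensity; plate controls were DMSO negative control for no effect and GSK-3 inhibitor IX positive control for full effect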
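Signal – beta-catenin immunofluorescence imaging with DAPI · Test system – human HeLa cell line · Dosing – 5 µM primary single dose, 0.1% DMSO, 0.02–20 µM confirmation series · Measure – % activation, nuclear-to-cytoplasmic median beta-catenin signal ratio per cell · Incubation – 24 h compound exposure at 37°C, 5% CO2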
Myeloid diff 2 = induction of myeloid progenitor differentiation, primary screen, cell-based, flow cytometry, MLPCN library; calls only at 10 µM; ER-HoxA9 myeloid progenitors, lysozyme-GFP differentiation; 360,000 tested, 1% active; AID 624256, 2012;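 active = normalized GFP-positive differentiation at or above the plate's own cutoff, the solvent-only control mean plus 3 SD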;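 note: cells exposed to compound for four days before flow analysis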
Insulin prom up = insulin promoter activators in MIN6 cells, imaging, high-content screening, mouse beta cells. 190,000 tested, 0.3% active. MIN6 insulin promoter-GFP reporter; hits give high values. z-score at 5 µM. AID 1625, 2009;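 active = z-score above 3 at 5 µM with at least 500 cells counted in the well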
Hep lipid drop = inhibitors of hepatocyte lipid droplet formation, primary screen, imaging, high-throughput imaging, BODIPY stain. inhibition, % at 6.5 µM. AML12 mouse hepatocytes, oleate lipid droplets. 240,000 tested, 0.4% active;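 active = lipid droplet intensity inhibited by at least 50%, with more than 500 cells counted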
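Material – mouse AML12 hepatocyte cell line, fixed after treatment · Compound dosing – one dose, 6.5 µM compound · Times – compound with oleate, overnight · Measured by – Image-based BODIPY and DAPI two-channel analysis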
Dynein transport = inhibitors of GR-EGFP nuclear translocation, primary screen, dynein cargo transport inhibitor project, imaging, high-content, 3617.4 mouse cells; test concentration mostly 20 µM; stimulated with dexamethasone, 1 µM; hits give low values; z-score, hits read low; 220,000 tested, 0.47% active; AID 1381, 2008;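 active = plate z-score of nuclear minus cytoplasmic receptor signal below a set negative limit, without overly bright fluorescence or cell loss, cut at about -3.5 in these data, passing the limit was not always enough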;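 note: z-score of nuclear minus cytoplasmic ring GR-EGFP intensity difference per well; some compounds called inactive have numbers as strong as hits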
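medium = tetracycline-free induction medium containing charcoal-stripped FBS | probe or stimulus = dexamethasone, 1.0 µM final | timing = 48 h induction, then 1 h compound, then 30 min agonist, 37 °C | detection = automated 10x imaging of fixed Hoechst-stained cells | read-out basis = nuclear versus cytoplasmic GR-EGFP signal, averaged per well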
T cell HTS = modulators of CD8 T cell-vesicle binding, primary screen, mouse 2C CD8+ T cells, flow cytometry | AID 2052, 2009 | 330,000 tested, 0.068% active | calls only at 7 µM | 2C CD8+ T cell-vesicle binding; hits give low values;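 active = response, share of CD8 T cells binding vesicles, and their 90th percentile fluorescence all below set limits, cut at about 80% in these data, passing the limit was not always enough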
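Material: 2C TCR transgenic mouse naive CD8+ T cells, MACS-purified. Also added: QL9-charged Drosophila Ld/ICAM-1/B7-1 vesicles. Timing: binding 1.5 h at 37 °C. Measured by: high-throughput flow cytometry with anti-B7-1 and anti-CD8 staining. Read-out: percent CD8+ FL2 mean versus row control. Controls: Unloaded micro-vesicles (low), QL9 vesicles with 0.7% DMSO (high).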
PMI inhibitors = inhibitors of human PMI, primary screen, biochemical, fluorescence intensity, coupled assay (AID 1209). purified PMI enzyme, coupled fluorescence intensity; higher % means a stronger effect. 190,000 tested, 0.42% active. inhibition, % at 20 µM, or IC50 in µM where a hit was titrated; in the data active = inhibition above about 50%;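 note: plate controls were DMSO vehicle for no effect and wells lacking substrate for full effect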
TNAP activation fold = human TNAP enzyme activators, primary screen, biochemical, luminescent, no phosphate acceptor, uHTS (AID 1001) | Alkaline phosphatase, tissue-nonspecific isozyme (Homo sapiens) | purified TNAP, luminescent activation assay, no phosphate acceptor; higher activation fold means a stronger effect | activation fold at 20 µM, or EC50 in µM where a hit was titrated | 200,000 tested, 0.03% active; in the data active = activation fold from about 3, or a potency from the dose series; inactive = the rest, 99 in 100 with activation fold below about 1.6; note: many of its hits are not listed in these tables
Dynein transport cytoplasmic EGFP = second read-out of Dynein transport, no call of its own (marks repeat the call); z-score; measured here: cytoplasmic GR-EGFP intensity; hits give high values
Dynein transport nuclear GR-EGFP = also measured in Dynein transport; calls as there; z-score; measured here: nuclear GR-EGFP intensity;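 lower value marks the stronger effect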
Dynein transport cell count = recorded beside Dynein transport, whose call it bears; z-score; measured here: cell count per field
Insulin prom up cell count = recorded beside Insulin prom up, whose call it bears; cell count; measured here: cytotoxicity, nuclei count;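 total cells summed across four imaged fields per well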
Hep lipid drop cells 6.5 µM = recorded beside Hep lipid drop, whose call it bears; cell count; measured here: cell count, cytotoxicity flag;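 cells counted across two imaged fields per well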
b-catenin transl cell count 5 µM = recorded beside b-catenin transl, whose call it bears; cell count; measured here: cell count, cytotoxicity flag
T cell HTS vesicle-bound % = recorded beside T cell HTS, whose call it bears; double positive events, %; measured here: CD8+ vesicle-bound cell fraction;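 binding gate set so that unloaded-vesicle control wells show 10% double positive cells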
MT stabilizer Hoechst-high % = second read-out of MT stabilizer, no call of its own (marks repeat the call); % Hoechst-high responders; measured here: nuclear condensation Hoechst responders;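 share of cells brighter than vehicle mean plus two SD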
MT stabilizer cytotoxicity % = second read-out of MT stabilizer, no call of its own (marks repeat the call); toxicity, %; measured here: cytotoxicity by cell density;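 0% = mean cell density of plate MIN control wells and 100% = no cells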
Myeloid diff 2 GFP+ MAC1+ % = recorded beside Myeloid diff 2, whose call it bears; GFP+ MAC1+ double positive, %; measured here: differentiation confirmed by MAC1 staining
* marks the source's active call; other numbers are inactive results; i = inactive; · = not tested or not shown.

no.	canonical_smiles	MT stabilizer	MT stabilizer Hoechst-high %	MT stabilizer cytotoxicity %	b-catenin transl	b-catenin transl cell count 5 µM	Myeloid diff 2	Myeloid diff 2 GFP+ MAC1+ %	Insulin prom up	Insulin prom up cell count	Hep lipid drop	Hep lipid drop cells 6.5 µM	Dynein transport	Dynein transport cytoplasmic EGFP	Dynein transport nuclear GR-EGFP	Dynein transport cell count	T cell HTS	T cell HTS vesicle-bound %	PMI inhibitors	TNAP activation fold
1	O=C(CCCN1C(=O)/C(=C/c2cccs2)SC1=S)Nc1cccc(C(=O)O)c1	3.7	1.4	9.8	-2.1	1106	i	0.6	-0.02	1608	26	694	1.5	-0.15	0.77	-1.4	i	28	7%	0.9
2	CCOC(=O)c1ccc(N2C(=O)CC(NC3CCN(C(=O)c4ccc(F)cc4)CC3)C2=O)cc1 (stereo not drawn)	2.6	1.9	7.1	0.0	1016	i	1.6	·	·	12	697	0.12	-0.062	0.0075	0.55	i	70	11%	1.1
3	C=CCNC(=O)c1cccc(NS(=O)(=O)c2ccc(Cl)cc2)c1	3.2	2.3	4.2	-1.0	1172	i	1.0	-0.14	1114	9	704	-0.77	-0.31	-0.5	0.97	i	3	0%	1.2
4	NS(=O)(=O)c1ccc(NC(=O)CSc2nnc(COc3ccccc3Cl)n2C2CC2)cc1	1.7	2.1	6.0	3.8	993	·	·	·	·	-2	753	0.84	-0.091	0.63	0.035	i	14	11%	1
5	CC(C)(C)C(=O)OC/C(N)=N/OC(=O)c1ccccc1	·	·	·	-1.2	1179	i	0.7	0.08	1350	4	689	-1	-0.27	-0.53	0.89	i	37	·	·
6	COCCCNc1nc2c([nH]1)c(=O)[nH]c(=O)n2C	4.8	1.6	13	-2.2	945	i	0.6	-0.15	1078	·	·	1.3	-0.18	1.9	-2.1	i	55	-1%	1.1
7	CCCNC(=O)CNC(=S)N(Cc1ccccc1F)C1CCCCC1	2.6	3.3	4.9	-0.1	1041	i	0.8	1.5	1010	1	725	2	-0.013	0.66	-2	i	1	5%	1.1
8	CCC(CCC(=O)Nc1nncs1)C(=O)O (stereo not drawn)	1.5	1.5	9.2	·	·	·	·	-0.96	854	8	803	-0.51	-0.19	0.12	0.66	·	·	-5%	1
9	Cc1c(Cl)cccc1NC(=O)CSc1nnc(C)n1-c1ccccc1	2.3	1.2	5.1	-3.0	819	i	1.9	0.44	1250	·	·	2.2	-0.043	2.4	-2.3	i	30	3%	1
10	CN1CCN(C2=NC(=O)/C(=C/c3cn[nH]c3-c3ccccc3)S2)CC1	·	·	·	0.5	1267	i	0.8	-0.08	1070	-1	788	-0.68	0.86	-0.14	0.23	i	42	·	·
11	CC(=O)N1c2c(cc(Br)cc2S(=O)(=O)N2CCN(c3ccccn3)CC2)CC1C (stereo not drawn)	2.4	2.0	7.8	-0.7	1099	i	1.1	·	·	-14	795	-0.68	-0.31	-0.033	0.57	i	17	14%	1
12	COc1cccc(NC(=O)CNC(=O)c2ccc([N+](=O)[O-])cc2)c1	·	·	·	-0.5	1301	i	0.6	-0.69	1205	-15	670	-1	-0.75	-0.38	0.78	i	39	·	·
13	Cc1cccc(C)c1NC(=O)C(c1ccccc1)N1CCC2(CC1)OCCO2 (stereo not drawn)	3.5	1.8	7.9	·	·	i	0.2	·	·	·	·	4.1	0.41	4	-2.8	i	26	·	·
14	CCC(/C=C1\Sc2ccc(OC)cc2N1CC)=C\c1sc2ccc(OC)cc2[n+]1CCCS(=O)(=O)[O-]	21	1.4	2.6	·	·	i	0.2	-3.3	656	-54	635	-0.55	-0.29	-0.13	0.75	i	47	16%	0.5
15	COc1ccc(CCNC(=O)COC(=O)c2ccc(Br)o2)cc1	3.3	2.4	5.4	·	·	i	0.6	-0.18	872	23	837	1.4	-0.15	0.79	-0.68	i	42	4%	1.1
16	Cn1c(=O)c2c(ncn2CC(=O)N2CCN(C(=O)c3ccco3)CC2)n(C)c1=O	1.4	1.9	6.5	-1.6	881	i	0.3	0.07	1634	24	655	-0.71	-0.27	0.26	-0.28	i	12	10%	1.1
17	O=C(NC(=S)N1CCN(C/C=C/c2ccccc2)CC1)c1c(F)cccc1F	2.7	2.4	3.8	-1.0	957	i	0.2	0.22	1365	-12	662	-0.69	-0.29	-0.52	0.65	i	41	14%	1
18	Cc1ccc(-n2nnc(-c3ccnc4ccccc34)n2)cc1	3.5	1.3	8.9	0.6	1177	i	1.1	0.61	1313	16	718	-0.34	0.025	0.11	-0.02	i	24	-27%	1.1
19	O=Cc1ccc(OCc2nnsc2Cl)cc1	2.8	2.2	6.1	0.8	1111	i	0.2	0.05	1376	·	·	-0.62	-0.23	-0.24	0.84	i	32	-12%	1.1
20	CN1C(=O)CC(N2CCN(Cc3ccc(Cl)cc3)CC2)C1=O (stereo not drawn)	1.8	1.1	5.6	-6.1	1014	i	0.1	3.9*	750*	-77	784	0.0065	0.13	0.42	-0.12	i	27	6%	1.1
21	COc1ccc(OC)c2c1sc(=NC(=O)C1CC1)n2C	·	·	·	-1.2	1340	i	0.8	0.13	1088	-5	726	1.1	-0.021	0.51	0.11	i	42	·	·
22	O=C(/C=C/c1ccccc1Cl)Nc1ccc2c(c1)C(=O)NC2=O	2.1	2.0	10	0.2	1073	i	4.6	0.04	1209	-3	672	-0.87	-0.24	-0.75	1.1	i	35	2%	1.1
23	Cc1ccc(CC(=O)NCC(c2ccco2)N(C)C)cc1C (stereo not drawn)	2.2	2.5	4.2	-0.3	1121	i	0.2	-0.41	1260	-1	704	-0.18	-0.3	-0.54	-0.54	i	35	-12%	1
24	O=C(c1cccc([N+](=O)[O-])c1)N1CCOCC1	2.7	2.6	2.3	-0.2	1177	i	0.1	0.12	1401	-15	660	-0.039	-0.14	0.14	0.76	i	30	11%	1.1
25	COc1ccc2c(=O)c3c(=O)n(-c4ccccc4)c(-c4ccc(C)cc4)nc3oc2c1	·	·	·	-0.4	1191	i	0.0	-0.19	1394	-5	716	-0.12	-0.24	-0.1	1.3	i	28	·	·
26	Cc1ccnc(NC(=O)C2(c3cccs3)CCOCC2)c1	1.6	3.0	5.7	-2.2	1097	i	0.7	-0.18	1585	8	616	0.1	-0.27	0.14	0.52	i	30	6%	1.1
27	CCCCSc1nnc([C@@H](NC(=O)OC(C)(C)C)C(C)C)o1	2.7	2.6	9.5	-2.0	984	i	1.4	-0.16	1078	·	·	-0.019	0.75	0.14	-0.2	i	29	-5%	1.1
28	COCCCNC(=O)CCn1c(=O)c2ccccc2n(CC(=O)Nc2c(C)cccc2C)c1=O	5.6	2.4	4.6	0.3	1078	i	0.2	-0.09	1299	1	777	-0.69	-0.24	-0.21	0.74	i	37	7%	1.1
29	O=C(/C=C/c1ccccc1)Nc1scc(-c2ccccc2)c1C(=O)O	2.8	1.7	6.3	-5.7	1008	i	0.2	0.93	1605	-6	632	-0.6	-0.32	0.15	0.72	·	·	-16%	1.1
30	Cc1ccc(NC(=O)CSc2n[nH]c(-c3ccncc3)n2)cc1	1.9	1.3	6.9	3.5	714	i	3.1	-1	1099	·	·	0.72	-0.22	0.18	-0.024	i	20	3%	1

The last 2 entries of the part above open the next one:
no.	canonical_smiles	MT stabilizer	MT stabilizer Hoechst-high %	MT stabilizer cytotoxicity %	b-catenin transl	b-catenin transl cell count 5 µM	Myeloid diff 2	Myeloid diff 2 GFP+ MAC1+ %	Insulin prom up	Insulin prom up cell count	Hep lipid drop	Hep lipid drop cells 6.5 µM	Dynein transport	Dynein transport cytoplasmic EGFP	Dynein transport nuclear GR-EGFP	Dynein transport cell count	T cell HTS	T cell HTS vesicle-bound %	PMI inhibitors	TNAP activation fold
29	O=C(/C=C/c1ccccc1)Nc1scc(-c2ccccc2)c1C(=O)O	2.8	1.7	6.3	-5.7	1008	i	0.2	0.93	1605	-6	632	-0.6	-0.32	0.15	0.72	·	·	-16%	1.1
30	Cc1ccc(NC(=O)CSc2n[nH]c(-c3ccncc3)n2)cc1	1.9	1.3	6.9	3.5	714	i	3.1	-1	1099	·	·	0.72	-0.22	0.18	-0.024	i	20	3%	1
31	Nc1c(C(=O)N2CCCC2)sc2nc3c(cc12)CCCCCC3	3.7	2.7	8.3	0.4	1033	·	·	0.08	1190	16	683	1.3	-0.4	0.49	-0.069	i	9	95%*	1.2
32	Fc1cccc(CSc2nnc3ccc(-c4ccncc4)nn23)c1	2.4	2.1	0.7	-2.5	1083	i	0.2	-0.32	1298	29	690	0.39	-0.18	0.045	0.39	i	31	-4%	1.1
33	CC1CCC/C(=N/NC(=O)c2ccccc2-n2cccc2)C1 (stereo not drawn)	1.1	3.0	10	·	·	i	0.7	0.16	1171	4	682	0.41	-0.25	-0.051	-0.37	i	50	1%	1.1
34	CCCCn1c2ccc(F)cc2c2nnc(NN)nc21	2.0	1.7	4.9	-3.2	1081	i	0.9	-0.04	1218	-25	652	-0.14	-0.12	-0.13	-0.69	i	16	-32%	0.8

High-throughput results (PubChem BioAssay)
